Ecoli viability – bacterial growth inhibition, counter-screen for AddAB inhibitors. AID 449728. 330,000 compounds, 0.27% hits. inhibition, % at 11.9 µM. E. coli V3065 growth, OD600 absorbance, 18 h;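 active means inhibition above the campaign's mean inhibition across all tested compounds plus 3 SD, cut at about 9.9% in these data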;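 further: uninfected addAB+ strain grown without phage in ampicillin broth; 0% = DMSO wells and 100% = ciprofloxacin 0.95 µg/ml wells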
Wnt bcat act – activates Wnt/beta-catenin signaling in a reporter cell assay | activator, plate reader | activation, % at 9.35 µM | 300,000 compounds, 1.2% hits; in the data active means activation above about 30%, passing the limit was not always enough;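 further: 0% = neutral control wells and 100% = positive control wells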
MITF TRPM1 HTS – activators of MITF-driven TRPM1 promoter activity in SK-MEL-5 cells; SK-MEL-5 TRPM1-promoter luciferase, 24 h; % of positive control, neutral wells = 0; activation, % at 12.5 µM; 300,000 compounds, 0.75% hits;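 active means mean activation of at least 80% with every replicate also reaching 80%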;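 further: 0% = neutral control wells and 100% = parthenolide positive control wells; values of inactives mirror those of a sister screen read the other way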
phage Ecoli inh – E. coli growth loss with phage present; growth absorbance; inhibition, % at 11.9 µM; 360,000 compounds, 0.26% hits; in the data active means inhibition above about 11%
Tat export inh – inhibitors of E. coli Tat protein transport; E. coli MC4100 TorA-mCherry Tat export, fluorescence; inhibition, % at 10 µM; 340,000 compounds, 0.036% hits; AID 488895;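 active means mean replicate inhibition at least 50% and at least half of replicates individually reaching 50%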;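 further: exported cargo escapes ClpAP degradation while cytoplasmic cargo is degraded and loses fluorescence; 0% = median of neutral control wells and 100% = median of NaSCN control wells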
CAL PDZ FP-1 – CAL PDZ (human) peptide binding inhibition. Q9HD26. purified CAL PDZ, TMR-peptide fluorescence polarization, 1 h. inhibition, % at 24.9 µM. 300,000 compounds, 0.92% hits. AID 602252;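 active means mean inhibition of at least 30% with at least half of replicates also reaching 30%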;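 further: 0% = DMSO neutral control and 100% = excess unlabeled competitor peptide PRC23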
SR-BI DiI inh – inhibitors of mouse SR-BI mediated HDL lipid uptake; ldlA[mSR-BI] CHO cells, DiI-HDL uptake fluorescence, 3 h; 320,000 compounds, 0.96% hits; inhibition, % at 12.5 µM;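 active means mean replicate inhibition of at least 70% and a set share of replicates each scoring 70 or more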;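 further: 0% = median of neutral control wells and 100% = median of positive control wells; values of inactives mirror those of a sister screen read the other way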
Target sequence (Q61009 whole entry, looked up): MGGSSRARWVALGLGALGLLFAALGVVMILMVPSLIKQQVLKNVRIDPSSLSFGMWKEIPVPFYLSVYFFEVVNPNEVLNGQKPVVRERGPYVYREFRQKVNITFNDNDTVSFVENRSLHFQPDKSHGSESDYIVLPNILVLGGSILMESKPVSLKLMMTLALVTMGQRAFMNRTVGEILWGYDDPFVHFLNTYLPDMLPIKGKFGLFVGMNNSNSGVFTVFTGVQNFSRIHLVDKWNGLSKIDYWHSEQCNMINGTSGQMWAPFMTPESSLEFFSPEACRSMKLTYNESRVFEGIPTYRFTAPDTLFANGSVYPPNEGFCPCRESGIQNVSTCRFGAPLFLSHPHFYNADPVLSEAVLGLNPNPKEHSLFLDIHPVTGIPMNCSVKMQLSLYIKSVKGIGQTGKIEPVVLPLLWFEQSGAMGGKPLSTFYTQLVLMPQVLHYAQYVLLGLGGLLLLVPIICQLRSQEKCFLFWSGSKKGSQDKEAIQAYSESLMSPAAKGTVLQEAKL
CAL PDZ FP-2 – human CAL PDZ-peptide interaction inhibition | Q9HD26 | purified CAL PDZ, TMR-peptide fluorescence polarization, 1 h | inhibition, % at 20 µM | 330,000 compounds, 0.02% hits | AID 504414;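 active means highest replicate inhibition of at least 40%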;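 further: plate controls were DMSO neutral control wells for no effect and unlabeled competitor peptide control wells for full effect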
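Material – purified CerCALP PDZ construct · Detection – FP readout, S and P plane fluorescence · Measure – percent inhibition from loss of millipolarization · Controls – unlabelled peptide for full inhibition, DMSO wells as neutral · Probe or stimulus – TMR-labelled reporter peptide T*-PRC34 bound in PDZ groove · Times – 1 h at RT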
AddAB inh – less growth of phage-infected E. coli with AddAB; 330,000 compounds, 0.29% hits; E. coli expressing H. pylori AddAB, absorbance growth; inhibition, % at 11.9 µM; in the data active means inhibition above about 12%;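 further: 0% = vehicle wells of infected cells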
SR-BI DiI-HDL act – SR-BI HDL lipid transfer activation. activation, % at 12.5 µM. 320,000 compounds, 0.096% hits. CHO ldlA[mSR-BI] cells, DiI-HDL uptake fluorescence, 3 h; 100 = double the neutral-control signal;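 active means mean replicate activation of at least 60% and every replicate at or above 60%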;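 further: 0% = median plate neutral-control signal and 100% = twice that signal; values of inactives mirror those of a sister screen read the other way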
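System: LDL receptor-deficient CHO ldlA cells overexpressing murine SR-BI | Timing: 3 h uptake period with compound, 37 °C | Medium: HEPES-buffered (25 mM, pH 7.4) F12 plus 0.5% BSA | Dosing: Single-point compound dose | Signal: Bottom-read fluorescence, 550/595 nm | Read-out: Retained DiI signal reflecting DiI-HDL uptake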
* marks the source's active call; other numbers are inactive results; . = no result given; + = active, no number.

SMILES	Ecoli viability	Wnt bcat act	MITF TRPM1 HTS	phage Ecoli inh	Tat export inh	CAL PDZ FP-1	SR-BI DiI inh	CAL PDZ FP-2	AddAB inh	SR-BI DiI-HDL act
Nc1ccc(C(=O)N2CCN(S(=O)(=O)c3ccc4c(c3)OCCCO4)CC2)cc1[N+](=O)[O-]	-1.2	-4	-8	-0.3	-1	-3	-39	-1.0	-0.1	39
CCOC(=O)CCNC(=O)Nc1cc2nc(C)n(Cc3cccc(Cl)c3)c2nc1C	1.3	0	4	-3.9	16	-2	-8	-0.1	0.2	8
Cc1ccc(OCC(=O)Nc2ccc(C(=O)O)cc2NC(=O)COc2ccc(C)c(C)c2)cc1C	-0.8	3	-4	-1.3	1	57*	-15	-0.4	3.4	15
CCCN=C1N(C)C[C@@H]2[C@@H]3C(=O)N(C)C(=O)[C@@H]3[C@](C)(C(=O)OC)N12	-1.6	-2	-6	1.6	2	-4	-14	-0.3	2.8	14
COc1cc2c(cc1OC)-c1cc(NC3CCCCCCC3)nc(=O)n1CC2	-0.3	.	-3	0.9	-3	-6	1	-4.7	-1.7	-1
CC(C)N(C(=O)[C@H]1C[C@H](CC(=O)NCCc2ccccn2)C(=O)N2CCc3c([nH]c4cc(CCC(=O)N(C)C)ccc34)[C@]12C)C(C)C	0.4	-1	-4	1.2	1	1	18	-0.1	0.4	-18
COc1ccc(C)cc1-n1c(=O)c2ccccc2c2ccccc2c1=O	.	0	-7	2.1	0	+	14	-0.9	.	-14
O=C(Cc1csc(NC(=O)Nc2ccc(Cl)cc2)n1)NCc1ccccn1	-0.7	3	58	3.8	-3	-7	28	-3.4	0.1	-28
COc1nc(NC(C)(C)C)nc(Oc2ccc(=O)n(-c3ccccc3)n2)n1	-3.2	-2	1	0.6	-3	1	9	-1.3	0.7	-9
CCC(C(=O)Nc1cc(Cl)c(OC)cc1OC)c1ccccc1 (centres undefined)	-2.4	11	4	-0.2	0	-4	17	-0.9	0.1	-17
CSCCC(NC(=O)c1ccco1)C(=O)OCC(=O)N1c2ccccc2NC(=O)C1(C)C (centres undefined)	4.9	-4	-5	2.8	-1	.	-22	-1.0	-0.3	22
COc1ccccc1C(=O)N1CC(=O)Nc2ccc(C)cc2C1c1ccc(F)cc1 (centres undefined)	-1.5	0	-14	1.8	9	2	6	-0.5	-1.9	-6
C(#Cc1ccc2c(c1)COc1c3ccccc3nn1-2)c1ccccc1	-0.3	32*	100*	-0.2	-8	2	39	0.8	2.4	-39
Cc1cc(C)c(NC(=O)CSc2nc3ncc(Cl)cc3[nH]2)c(C)c1	-1.5	1	12	3.6	-1	8	-25	-2.2	1.5	25
COc1ccc2oc(=O)c(C(=O)NCC3CCCO3)cc2c1 (centres undefined)	-3.6	.	12	2.2	-8	-3	0	-2.2	1.7	0
Cc1ccc(S(=O)(=O)c2nc(-c3ccco3)oc2N2CCC(C)CC2)cc1	-0.2	1	-2	-2.4	3	-3	-3	0.2	3.2	3
CCOC(=O)C(NC(=O)c1ccc(F)cc1)(Nc1sc2c(c1C(N)=O)CCC2)C(F)(F)F (centres undefined)	0.1	108*	-10	-1.1	0	-3	-21	-3.4	-1.6	21
COc1ccccc1N(CC(O)CN1C(=O)NC(C)(C)C1=O)S(=O)(=O)c1ccc(C)cc1 (centres undefined)	1.3	.	8	1.2	-6	-2	-14	-0.6	2.6	14
CC(=O)C(C(C)=O)C(NC(=O)c1cccnc1)(C(F)(F)F)C(F)(F)F	2.7	.	-6	2.2	-2	-5	-20	0.1	5.4	20
COc1ccc(NC(=S)N(CCc2c(C)[nH]c3ccc(C)cc23)Cc2cccnc2)cc1	-1.4	-2	.	-0.4	2	.	10	-1.5	-0.8	-10
CC1=CC(=O)C=C/C1=C(/c1ccc(O)cc1C)c1ccccc1S(=O)(=O)O	-2.3	-2	-10	-0.2	-7	-1	-19	-0.9	0.0	19
CCOc1ccc(NC(=O)CN2C(=O)C3CC=CCC3C2=O)cc1 (centres undefined)	-4.6	.	.	1.6	2	-3	-12	0.2	-0.3	12
CCOc1ccc(C(O)Cn2c(=N)n(CCN3CCCCC3)c3ccccc32)cc1 (centres undefined)	-2.2	-13	15	2.4	0	0	-6	-2.3	1.2	6
COc1cccc(OCc2nnc(SCC(=O)OC3CCCCC3)n2C)c1	1.3	-6	.	0.9	0	1	26	-2.4	2.0	-26
CC(=O)N/C(=C\c1ccccc1)C(=O)OCC(=O)NC(=O)c1ccccc1	2.0	-2	-4	3.0	-4	0	-15	-1.7	1.6	15
Nc1cc(Cc2ccccc2)ccc1O	.	-6	1	-1.5	-1	-1	-9	0.6	.	9
COc1cccc(-c2nnn(CC(=O)N3CCCCC3)n2)c1	-1.3	2	.	0.6	-10	-10	3	-1.0	-1.8	-3
COc1ccccc1C(=O)NC(=O)COC(=O)CCNS(=O)(=O)c1ccccc1	2.5	-1	1	1.9	-5	-2	-13	-2.8	0.5	13
COC(=O)Nc1nc(C)c(C(=O)N(C)C)s1	0.6	.	-6	3.8	-3	-3	6	.	0.3	-6
CCCCNC(=O)O/N=C(\N)CS(=O)(=O)C(C)(C)C	-2.3	0	.	1.4	-11	-6	-3	-1.2	3.3	3
CN(C)S(=O)(=O)c1ccc2c(c1)c(=O)c(C(=O)N1CCN(c3ccccn3)CC1)cn2C	0.0	-2	.	1.7	-7	.	-13	-0.1	3.8	13
O=S(=O)(/N=C(\[O-])C[n+]1ccccc1)c1ccc(Cl)cc1	1.1	-1	10	-1.2	3	-2	-18	0.0	0.5	18
CCCC(O)(CCC)C(=O)NN1CCCCC1	2.1	-2	8	.	-7	.	-9	-0.4	1.8	9
Cc1nc2ncccn2c1-c1csc(Nc2ccc(O)cc2)n1	.	.	-7	1.8	4	-3	24	5.4	.	-24
CC1(C)COC(c2ccc3c(c2)OCO3)OC1	.	-4	15	2.5	-14	-4	11	-1.1	.	-11
COc1cc(C(=O)NCC(=O)Nc2c(C)cccc2C)ccc1OCC(=O)N1CCOCC1	-0.4	-1	5	2.2	-4	-4	-6	-2.3	-0.5	6
CCOc1ccccc1NC(=O)c1oc2ccccc2c1NC(=O)C1CCCO1 (centres undefined)	-1.4	-5	2	0.3	-2	0	23	-0.5	-1.5	-23
Cc1nn(C)c(C)c1S(=O)(=O)N1CCC(C(=O)NC2CCCc3ccccc32)CC1 (centres undefined)	0.8	-1	3	1.1	-5	2	.	-0.2	4.4	.
Cc1ccccc1C(O)c1ccccn1 (centres undefined)	-0.5	.	-3	-0.4	-3	-2	-5	0.0	-0.3	5
COc1ccc(C(=O)CSc2nc3cccnc3n2C)cc1	-1.9	4	7	2.8	3	-2	27	-0.9	0.9	-27
CN(C)c1ccc(CNC(=O)c2cc(S(=O)(=O)N3CCOCC3)cn2C)cc1	-1.8	-4	.	-1.2	-2	-2	-10	0.2	2.4	10
Cc1cccc(/C=N/NC(=O)c2cccc([N+](=O)[O-])c2)n1	0.3	.	2	2.5	7	-2	18	-0.9	3.6	-18
Cc1c(NC(=O)COC(=O)C2(c3ccccc3F)CCCC2)c(=O)n(-c2ccccc2)n1C	-1.8	-11	-6	2.6	0	0	50	-2.7	2.3	-50
O=C(c1ccccc1)N(Cc1ccc2c(c1)OCO2)Cc1nc2ccccc2c(=O)[nH]1	-0.8	-2	-1	0.9	-3	1	-18	-2.1	2.1	18
O=C(CN1CCN(Cc2ccccc2)C1=O)NCc1ccc(Cl)cc1	1.4	.	2	0.7	4	-8	1	-0.8	4.5	-1
Cc1c(Cl)cccc1NC(=S)N(CCCN1CCOCC1)Cc1cccs1	-1.5	-6	3	1.3	7	8	-15	-2.1	1.8	15
CCCCN(C(=O)CNC(=O)c1ccco1)C(C(=O)NC1CCCC1)c1ccc(OC)cc1 (centres undefined)	-0.2	0	-6	3.0	10	-7	-19	.	0.3	19
COCC(=O)N(Cc1cc2ccc(C)cc2[nH]c1=O)c1cccc(C)c1	-1.6	1	.	-1.6	2	4	-18	-1.5	1.6	18
CCn1nnnc1SCC(=O)NNC(=O)C1CCCCC1	-0.5	.	-4	1.9	-6	.	-21	-0.2	-1.2	21
CS(=O)(=O)N(Cc1cc2ccccc2[nH]c1=O)C1CCCCC1	-1.5	.	3	2.3	2	-3	19	-1.4	0.2	-19
COc1ccc(C(=O)NC(=S)Nc2ccc([N+](=O)[O-])cc2C)cc1OC	-0.6	-5	-8	2.7	0	0	15	.	-0.3	-15
COc1ccccc1NS(=O)(=O)c1ccc(NC(=O)c2ccccn2)cc1	.	0	-1	0.5	0	-3	-3	-2.7	.	3
Cc1ccc(-c2csc(NC(=O)c3cc([N+](=O)[O-])ccc3N3CCOCC3)n2)cc1	2.3	1	-3	0.3	-4	6	.	16	0.7	.
CCOc1ncccc1C(=O)OCC(=O)c1cc(OC)c(OC)c(OC)c1	-0.4	-6	0	0.0	2	-2	29	-1.2	0.7	-29
COC(=O)c1ccc(Cn2nc(-c3ccc(C)cc3)ccc2=O)cc1	-3.2	-2	0	-1.1	-2	-3	4	-0.1	-2.9	-4
CC(C)(C)C(=O)Nc1nnc(CCc2ccccc2)s1	-2.8	-1	49	3.2	10	.	18	-1.3	-1.1	-18
CC(C)Cc1ccc(C(C)C(=N)N)cc1 (centres undefined)	1.0	-1	0	5.0	-3	-2	-19	0.0	0.9	19
O=C1Cc2ccccc2C(c2ccc(Br)cc2)N1 (centres undefined)	1.9	.	-11	2.0	2	-2	-1	-3.0	3.2	1
O=C(NCc1ccccn1)c1ccc([N+](=O)[O-])cc1	-1.8	2	-3	6.0	1	-2	-41	-2.3	1.1	41
CCn1nc(C(=O)NCC2COc3ccccc3O2)c2ccccc2c1=O (centres undefined)	2.3	1	6	2.8	3	0	-2	0.6	0.8	2
CCOc1ccccc1CN1CCNC(=O)C1CC(=O)NCc1nccn1CC (centres undefined)	1.9	3	7	-1.8	3	27	-2	-0.5	1.8	2
CCCS(=O)(=O)N1CCC(C(=O)NCCN2CCC(Cc3ccccc3)CC2)CC1	-1.2	.	4	1.7	-1	-3	-30	-0.1	2.8	30

Single records (already shown):
O=C(CN1CCN(Cc2ccccc2)C1=O)NCc1ccc(Cl)cc1 is listed with Ecoli viability = 1.4; Wnt bcat act = .; MITF TRPM1 HTS = 2; phage Ecoli inh = 0.7; Tat export inh = 4; CAL PDZ FP-1 = -8; SR-BI DiI inh = 1; CAL PDZ FP-2 = -0.8; AddAB inh = 4.5; SR-BI DiI-HDL act = -1
COCC(=O)N(Cc1cc2ccc(C)cc2[nH]c1=O)c1cccc(C)c1 is listed with Ecoli viability = -1.6; Wnt bcat act = 1; MITF TRPM1 HTS = .; phage Ecoli inh = -1.6; Tat export inh = 2; CAL PDZ FP-1 = 4; SR-BI DiI inh = -18; CAL PDZ FP-2 = -1.5; AddAB inh = 1.6; SR-BI DiI-HDL act = 18

High-throughput results: PubChem BioAssay, several laboratories

Rows are unselected; 3.6% or so of the library scored in one or more.
